TRPC6 inh = inhibitors of mouse TRPC6 channel. 1.1% of 310,000 active. Q61143. HEK293-TRPC6, membrane potential dye, ACh-evoked depolarization; stronger effect = lower value. AID 2553. B-score at 10 µM;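 active means B-score under library mean minus 3 SD, initial fluorescence not abnormally high, positive integrated signal ratio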;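 further: B-score derived from integrated fluorescence ratio over the kinetic read; more negative B-score means stronger inhibition of depolarization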
Target sequence (Q61143 whole entry, looked up): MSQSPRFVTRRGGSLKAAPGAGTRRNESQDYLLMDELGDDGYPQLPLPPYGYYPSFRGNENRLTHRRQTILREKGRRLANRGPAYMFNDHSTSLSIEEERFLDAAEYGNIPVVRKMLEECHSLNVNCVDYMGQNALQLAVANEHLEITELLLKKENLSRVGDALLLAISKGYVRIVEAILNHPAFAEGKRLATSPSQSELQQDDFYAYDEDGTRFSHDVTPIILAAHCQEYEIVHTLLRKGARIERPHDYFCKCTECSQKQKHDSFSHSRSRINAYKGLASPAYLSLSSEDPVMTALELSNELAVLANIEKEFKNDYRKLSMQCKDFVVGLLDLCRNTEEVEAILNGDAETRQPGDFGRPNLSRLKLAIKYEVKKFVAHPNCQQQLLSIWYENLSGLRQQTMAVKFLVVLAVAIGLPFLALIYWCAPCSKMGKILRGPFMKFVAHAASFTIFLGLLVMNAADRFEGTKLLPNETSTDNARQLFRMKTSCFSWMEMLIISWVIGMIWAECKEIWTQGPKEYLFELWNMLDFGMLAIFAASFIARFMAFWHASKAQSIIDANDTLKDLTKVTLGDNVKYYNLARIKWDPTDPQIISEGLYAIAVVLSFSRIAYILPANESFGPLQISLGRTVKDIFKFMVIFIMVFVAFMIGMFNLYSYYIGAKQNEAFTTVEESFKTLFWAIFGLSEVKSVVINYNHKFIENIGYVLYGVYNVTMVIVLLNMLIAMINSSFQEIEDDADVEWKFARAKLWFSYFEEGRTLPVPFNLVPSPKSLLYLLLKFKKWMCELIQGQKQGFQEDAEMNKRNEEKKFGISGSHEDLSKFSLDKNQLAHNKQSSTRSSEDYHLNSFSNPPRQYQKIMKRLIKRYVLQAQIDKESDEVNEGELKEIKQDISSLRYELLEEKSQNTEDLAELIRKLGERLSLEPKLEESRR
TRPC4 act = opens the mouse TRPC4 cation channel | HEK293 TRPC4beta/mu-opioid, Fluo4 calcium fluorescence; stronger effect = higher value | Q9QUQ5 | AID 2237 | B-score at 10 µM | 0.49% of 310,000 active;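 active means B-score above 5 SD of library B-scores, and initial fluorescence ratio not above library mean plus 5 SD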;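 further: positive B-score marks a calcium rise read as TRPC4 activation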
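Incubation: 45 min room-temperature Fluo4 loading, 110 s read / System: HEK293 cells stably co-expressing mouse TRPC4beta and mu-opioid receptor / Signal: Fluo4 fluorescence, kinetic / Control set: buffer (low) and maximal DAMGO (high) / Measure: integrated baseline-normalised fluorescence ratio, converted to per-well B score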
TRPC4 PAM = allosterically enhances the mouse TRPC4 cation channel | B-score at 10 µM | Q9QUQ5 | HEK293 TRPC4beta/mu-opioid, DAMGO EC20, Fluo-4 Ca2+ flux; stronger effect = higher value | AID 2227 | 0.42% of 310,000 active;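 active means B-score of calcium response area above 5 SD of library B-scores, with initial fluorescence ratio within 5 SD of library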;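 further: B-score of integrated fluorescence ratio over time as area under calcium response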
MrgX1 PAM = allosterically activates human MrgX1 receptor signaling | MrgX1-HEK293, Fluo-4 calcium flux, FDSS; stronger effect = higher value | B-score at 10 µM | 0.63% of 310,000 active;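 active means plate-corrected calcium response at least 3 library SD above typical, normal starting fluorescence, not activating the receptor alone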;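 further: compound read alongside a low EC10 to EC30 dose of BAM8-22 agonist; peak minus trough fluorescence over baseline measured at the second addition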
TRPC6 act = activates the mouse TRPC6 cation channel. Q61143. HEK293-TRPC6 membrane potential dye fluorescence; stronger effect = higher value. B-score at 10 µM. 0.13% of 310,000 active;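 active means B-score of the integrated fluorescence ratio above library mean plus 3 SD, and starting fluorescence ratio within library mean plus 5 SD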;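 further: higher score means more depolarization so channel activation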
AI-2 QS modul = modulates the Vibrio harveyi AI-2 quorum sensing system. Vibrio harveyi JMH597 AI-2 luminescence/OD600 ratio, 9 h; stronger effect = lower value; strain lacks LuxN and CqsS sensors; 0 = neutral-control median. 0.4% of 300,000 active. activity change, % at 7.5 µM. AID 2094; in the data active means activity change below about -75%, passing the limit was not always enough;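 further: luminescence divided by OD600 gain over 9 h not by final OD600 alone; inactives centre near 13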
HIF activator = HIF pathway transcriptional activation; U2OS HRE-luciferase reporter, luminescence; normalized: DMSO 0%, desferrioxamine 100%; activation, % at 7.5 µM (by protocol); 0.32% of 300,000 active;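 active means mean activation of at least 10% of the iron chelator positive control signal, with at least half of replicates also reaching 10%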
MrgX1 agonist = agonists of human MrgX1 receptor. Q96LB2. B-score at 10 µM. MrgX1-HEK293 cells, Fluo-4 calcium fluorescence, agonist mode; stronger effect = higher value. AID 588627. 0.44% of 310,000 active;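 active means calcium response B-score plate-corrected fluorescence ratio at least 3 library SD, with starting fluorescence B-score inside 5 SD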
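Material: MrgX1-expressing HEK293 cells / Dosing: compound as first of three additions / Incubation: overnight seeding, then 1 h dark dye loading / Signal: Fluo-4 NW calcium fluorescence / Evaluation: B-scored fluorescence response ratio / Benchmarks: positive and negative control wells on each plate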
TRPC4 inh = blocks the mouse TRPC4 cation channel; Q9QUQ5; HEK293 TRPC4beta/mu-opioid, DAMGO-evoked Fluo4 calcium flux; stronger effect = lower value; B-score at 10 µM; 0.39% of 300,000 active; AID 2247;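 active means B-score over 3 SD under the library average, no early fluorescence shift, positive overall ratio signal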
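Signal: kinetic Fluo4 fluorescence imaging of calcium influx. Material: stable TRPC4beta/mu-opioid receptor HEK293 cells. Probe or stimulus: DAMGO in two steps, submaximal then maximal.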
PolyA inh = yeast polyadenylation inhibition | 0.02% of 300,000 active | S. cerevisiae SKY197-pL101 polyadenylation reporter, beta-gal luminescence; efflux-impaired pdr1/pdr3 knockout yeast; score 100 = 6 SD above DMSO | calls only at 12 µM | AID 1875;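 active means lowest replicate activity score at least 50, where 100 means six control SD above control mean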;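 further: yeast exposed to compound for 9 h at 30 °C; higher score means more reporter readthrough which indicates perturbed polyadenylation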
MrgX1 antag = human MrgX1 receptor antagonism, primary screen; Q96LB2; MRGX1-HEK293 calcium flux, Fluo-4, BAM8-22 antagonism; stronger effect = lower value; B-score at 10 µM; 1.3% of 310,000 active; AID 588676;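 active means calcium-response B-score plate-corrected more than 3 library SD below zero, starting fluorescence within 5 deviations, no agonist response on first addition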;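 further: peak minus trough fluorescence over baseline after final BAM8-22 challenge near maximal dose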
An asterisk follows results filed as active; i = inactive; nt = not tested or not shown. This is a subset (hit frequency here may not be typical).

SMILES	HIF activator	TRPC4 PAM	MrgX1 agonist	TRPC6 inh	TRPC4 act	MrgX1 PAM	TRPC4 inh	TRPC6 act	MrgX1 antag	AI-2 QS modul	PolyA inh
COc1cccc(CN2CCN(CC(=O)Nc3ccccc3Cl)CC2)c1	0.3	i	i	i	i	i	i	i	i	23.7	i
Nn1c(Cc2ccccc2)nc2ccccc2c1=O	-0.2	i	i	i	i	i	i	i	i	1.9	i
Cc1ccc2nc(N(CCCN(C)C)C(=O)CN3C(=O)c4ccccc4C3=O)sc2c1	-1.9	i	i	i	i	i	i	i	i	13.6	i
O=C1C=C(NNC(=O)c2ccccc2Br)CCC1	0.3	i	i	i	i	i	i	i	i	27.0	i
Cc1cc(C)c2c(N=NN3CCOCC3)[nH]nc2n1	0.5	i	i	i	i	i	i	i	i	9.5	i
Cc1c(-n2cc(C(=O)O)c(=O)c3cc(F)c(N4CCCC(O)C4)c(F)c32)c(=O)n(-c2ccccc2)n1C (stereo unspecified)	-0.2	i	i	i	i	i	i	i	i	-4.4	i
CC(C)(C)NC(=O)CN(C(=O)C(=O)Nc1ccc2c(c1)OCCO2)C1CC1	-0.8	i	i	i	i	i	i	i	i	6.6	i
OCC(O)/C=N/Nc1nc2ccccc2s1 (stereo unspecified)	0.3	i	i	i	i	i	i	i	i	2.7	i
CC(=O)N1c2ccc(S(=O)(=O)N(C)Cc3ccccc3)cc2CC1C (stereo unspecified)	0.0	i	i	i	i	7.21*	i	i	i	0.2	i
COC(C)(C)[C@]12CC(O)(c3ccccc3)ON1[C@H]1CCCCC1N2O (stereo partly specified)	-0.4	i	i	i	i	i	i	i	i	2.3	i
CCO[C@H]1OC(C(=O)N2CCN(C)CC2)=C[C@@H](c2ccc(C(F)(F)F)cc2)[C@@H]1CCCO	-1.6	i	i	i	i	i	i	i	i	3.1	i
FC(F)(F)c1nc2ccccc2nc1N/N=C\c1ccccc1	1.0	i	i	i	i	i	i	i	i	6.1	i
CCc1ccc(-n2c(=S)sc3c(=O)n(-c4ccccc4C)c(SCC(=O)O)nc32)cc1	1.7	i	i	i	i	i	i	i	i	25.6	i
COc1ccc(NC(=O)CN2CCCN(S(=O)(=O)c3ccc(F)cc3)CC2)cc1	-0.3	i	i	i	i	i	i	i	i	-0.4	i
Nc1nonc1OCCN1CCN(c2ccc([N+](=O)[O-])c3cccnc23)CC1	0.7	23*	i	i	93*	i	i	i	i	15.5	i
CC(=O)c1cccc(N(CC(=O)O)S(C)(=O)=O)c1	0.0	i	i	i	i	i	i	i	i	16.2	i
Cc1ccccc1NC(=O)/C(C#N)=C/c1ccsc1	0.5	i	i	i	i	i	i	i	i	26.5	i
Cc1ccc2cc(CCNC(=O)C(=O)c3c[nH]c4ccccc34)c(=O)[nH]c2c1	-1.3	i	i	i	i	i	i	i	i	25.6	i
O=C(Nc1ccccc1Cl)C1C2CCC3C(CCC21)C3(Cl)Cl (stereo unspecified)	-0.2	i	i	i	i	i	i	i	i	7.7	i
Cc1cc(Oc2ccccc2)nc(SCC(=O)Nc2ccccc2)n1	0.3	i	i	i	i	i	i	i	i	24.4	i
CC(C)c1ccc(CN(C(=O)/C=C/c2ccco2)C2CCS(=O)(=O)C2)cc1 (stereo unspecified)	-0.4	i	i	i	i	i	i	i	i	5.4	i
N#C/C(=C\c1c(N2CCCCC2)nc2ccccn2c1=O)C(=O)NCc1ccco1	-0.1	i	i	i	i	i	i	i	i	5.9	i
CCOC(=O)c1sc(N2C(=O)C(O)=C(C(=O)c3ccco3)C2c2ccco2)nc1C (stereo unspecified)	0.8	i	i	i	i	i	i	i	i	15.4	i
Cc1occc1C(=O)Nc1nccs1	-24.2	i	i	i	i	i	i	i	i	15.7	i
CN(C(=O)COC(=O)c1c[nH]c(=O)[nH]c1=O)C1CCCCC1	-0.5	i	i	i	i	i	i	i	i	7.0	i
COc1ccccc1/C=C/C=N/n1c(-c2n[nH]c3c2CCC3)n[nH]c1=S	3.2	i	i	i	i	i	i	i	i	18.2	i
Cc1n[nH]c(C)c1Sc1ccccc1N	-0.1	i	i	i	i	i	i	i	i	16.1	i
CCOC(=O)c1c(C)nc2c(C#N)cnn2c1C	0.0	i	i	i	i	i	i	i	i	8.5	i
NS(=O)(=O)c1ccc(NC(=O)CN2C(=O)C3C4C=CC(C4)C3C2=O)cc1 (stereo unspecified)	0.0	i	i	i	i	i	i	i	i	15.1	i
CCOC(=O)CCNCC1COc2ccccc2O1 (stereo unspecified)	-0.1	i	i	i	i	i	i	i	i	27.1	i
CC1CCC(NC(=O)COC(=O)c2n[nH]c(=O)c3ccccc23)CC1 (stereo unspecified)	-13.1	i	i	i	i	i	i	i	i	28.4	i
Cc1cc(NS(=O)(=O)c2c(C)[nH]c(=O)[nH]c2=O)ccc1Br	1.0	i	i	i	i	i	i	i	i	18.0	i
O=c1[nH]c(SCc2cccc(F)c2)nc2ccccc12	-0.4	i	i	i	i	i	i	i	i	29.1	i
CCOc1cc(/C=N/n2cnnc2)ccc1OS(=O)(=O)c1ccc(C)cc1	-0.2	i	i	i	i	i	i	i	i	14.7	i
NC(=O)CC1(CC(=O)O)CCCCC1	-0.2	i	i	i	i	i	i	i	i	0.2	i
CC/C(C)=N/NC(=O)c1[nH]c2ccc(C)cc2c1-c1ccccc1	-0.3	i	i	i	i	i	i	i	i	17.1	i
COc1ccc(CCNC(=O)c2nnn(-c3ccccc3OC)c2N)cc1OC	0.0	i	i	i	i	i	i	i	i	17.9	i
O=C1CCCN2N=C(SCC(=O)Nc3ccc(F)cc3F)SC2=N1	0.4	i	i	i	i	i	i	i	i	5.3	i
Cc1ccc2nc(/C(C#N)=C\c3ccc(Oc4ccc(C(F)(F)F)cc4[N+](=O)[O-])cc3)[nH]c2c1	2.2	i	i	i	i	i	i	i	i	21.5	i
COc1ccc(C)c2sc(=NC(=O)C(C)C)n(C)c12	0.5	i	i	i	i	i	i	i	i	15.3	i
COC(=O)C1=C(C)NC(=O)NC1c1c(O)ccc2ccccc12 (stereo unspecified)	-0.1	i	i	i	i	i	i	i	i	3.4	i
O=C(Nc1cccc(F)c1)N1CCN(C(=O)c2ccco2)CC1	0.1	i	i	i	i	i	i	i	i	23.9	i
O=Cc1c(NCc2ccc(Cl)cc2)c2ccccc2[nH]c1=O	1.9	i	i	i	i	i	i	i	i	13.7	i
CN(CC(=O)N1CCCCC1)S(=O)(=O)c1cccc2cccnc12	nt	i	i	i	i	i	i	i	i	27.3	i
OCC1(Cc2ccccc2C(F)(F)F)CCN(Cc2ccc3c(c2)CCO3)CC1	-0.6	i	i	i	i	i	i	i	i	26.0	i
Cc1cccc(OCC(=O)NNC(=O)c2cc3ccccc3oc2=O)c1	nt	i	i	i	i	i	i	i	i	23.2	i
CCOc1cc(C(=O)NC(C)COC)cc(OCC)c1OCC (stereo unspecified)	0.1	i	i	i	i	i	i	i	i	-5.4	i
O=C(NCCNC(=O)c1ccco1)c1ccco1	0.0	i	i	i	i	i	i	i	i	0.9	i
Clc1cccc(Cl)c1Cn1cc(Br)cn1	-0.3	i	i	i	i	i	i	i	i	8.8	i
CCCCN1CCc2c([nH]c3ccccc23)C1=O	4.0	i	i	i	i	i	i	i	i	29.5	i
COC(=O)C(C(=O)Nc1ccccc1C)C1CCCC1 (stereo unspecified)	-0.3	i	i	i	i	i	i	i	i	1.4	i
O=C(NCC(c1ccco1)N1CCN(c2ccc(F)cc2)CC1)C(=O)NC1CCCC1 (stereo unspecified)	-0.3	i	i	i	i	i	i	i	i	14.8	i
Nn1c(SCC(=O)NNC(=O)c2ccccc2)nnc1-c1ccccc1F	-0.8	i	i	i	i	i	i	i	i	21.4	i
CN1CCN(c2nc3c(c(=O)n(C)c(=O)n3C)n2Cc2cccc(Br)c2)CC1	-2.3	i	i	i	i	i	i	i	i	11.9	i
Cc1occc1C(=O)N/N=C/c1cccnc1	nt	i	i	i	i	i	i	i	i	18.4	i
O=C(Nc1nc2ccc(S(=O)(=O)N3CCCC3)cc2s1)c1ccco1	0.6	i	i	i	i	i	i	i	i	14.5	nt
Cc1cccc(Sc2ccc([N+](=O)[O-])cc2[N+](=O)[O-])n1	-0.3	i	i	i	i	i	i	i	i	25.8	i
COc1ccc(CN2CCN(C(=O)CCC(=O)Nc3nnc(C4CCCCC4)s3)CC2)cc1F	0.1	i	i	i	i	i	i	i	i	-16.1	i
Cc1ccc2nc(/C(C#N)=C\c3ccc(N4CCOCC4)o3)[nH]c2c1	3.4	i	68.4*	i	i	i	i	i	i	17.9	nt
COc1ccc(CC(=O)Nc2ccc(S(=O)(=O)Nc3nc(C)cc(C)n3)cc2)cc1	-0.3	i	i	i	i	i	i	i	i	12.9	nt
Cc1ccc(OCCOc2ccc(Br)cc2/C=N\NC(N)=O)cc1	0.9	i	i	i	i	i	i	i	i	9.2	i
O=C(CCS(=O)(=O)c1ccc(F)cc1)Nc1nc(-c2ccncc2)cs1	-1.0	i	i	i	i	i	i	i	i	15.6	i

Screens (PubChem BioAssay)
